High-throughput results from PubChem BioAssay.
NCI-60 one-dose screen, 48 h, at 10 µM unless noted. Numbers give growth in % (100 = growth as untreated, 0 = no growth, -100 = all killed).
KM12: KM12 colon cancer cells; AID 1794800; hit rate 5% among 82,000
HCT-15: HCT-15 colon cancer; hit rate 5.2% among 82,000; AID 1794746
HT29: HT29 colon cancer; hit rate 7.4% among 81,000; AID 1794748
HCC-2998: HCC-2998 colon cancer | hit rate 4.7% among 79,000 | AID 1794799
SW-620: SW-620 colon cancer | hit rate 5.2% among 82,000 | AID 1794795
SNB-19: SNB-19 CNS cancer cells; hit rate 2.5% among 81,000
COLO 205: COLO 205 colon cancer; hit rate 7.3% among 79,000; AID 1794742
SNB-75: SNB-75 CNS cancer; hit rate 5% among 79,000; AID 1794750
HCT-116: HCT-116 colon cancer. hit rate 7.3% among 82,000. AID 1794798
Active calls of the source: *; . = not tested or not shown; & = joins results of further samples. The calls were made as follows: active = growth percent below 10; inactive = the rest. Random draw from the library (roughly 10% active in at least one column).

No. | molecule | KM12 | HCT-15 | HT29 | HCC-2998 | SW-620 | SNB-19 | COLO 205 | SNB-75 | HCT-116
1 | CN(C)CC(N)C(=O)O (centres undefined) | 107 | 102 | 124 | 108 | 102 | . | 116 | 90 | 100
2 | COC(=O)[C@]12CC[C@@H](C)[C@H](C)[C@@H]1C1=CC[C@@H]3[C@@]4(C)C(C=O)=C[C@@](C)(COS(C)(=O)=O)[C@@H]4C(=O)C[C@@]3(C)[C@]1(C)CC2 | 23 | 21 | 27 | 43 | 36 | 42 | 32 | 39 | 5.3*
3 | CCN(CC)C(=O)c1ccc(O)c(OC)c1 | 107&100 | 114&90 | 101 | 110 | 106&106 | 110&102 | 113 | 117&97 | 115&105
4 | O=CNc1ncccn1 | 112 | 96 | 104 | 107 | 101 | 96 | 109 | 78 | 100
5 | CC(=O)NC1Oc2ccc(C)cc2-c2oc(=O)c(-c3ccccc3)cc21 (centres undefined) | 98 | 89 | 98 | 103 | 96 | 87 | 101 | 85 | 81
6 | CCCCNCCC(O)c1cc2ccc(C(F)(F)F)cc2c2cc(C(F)(F)F)ccc12 (centres undefined) | -85* | -65* | -85* | -79* | -76* | -77* | -89* | -91* | -87*
7 | CNC1(C(=O)O)CCCCC1 | 101 | 104 | 103 | 100 | 101 | 96 | 107 | 90 | 105
8 | COc1ccc2[nH]c(O)c(/C=c3/cc4c(c(-c5ccc(F)c(OC)c5)n3)=Nc3ccccc3-4)c2c1 | 13 | -24* | -78* | -0.3* | -23* | 48 | 85 | 92 | -91*
9 | Cc1ccc(O)cc1 | 112&111 | 104&104 | 108&101 | 108&104 | 106&109 | 102&114 | 105&113 | 100&93 | 104&97
10 | Cc1ccc(S(=O)(=O)N(C)C2c3ccccc3Oc3ccccc32)cc1 | 97 | 90 | 82 | 93 | 82 | . | 108 | 90 | 62
11 | C=C(C)[C@@H]1CC[C@]2(C(=O)NCCNCCN)CC[C@]3(C)[C@H](CC[C@@H]4[C@@]5(C)CCC(=O)C(C)(C)[C@@H]5CC[C@]43C)[C@@H]12 | 99 | 105 | 110 | 103 | 103 | 98 | 115 | 80 | 87
12 | O=C(CCN1CCN(CCC(=O)c2ccc(Cl)cc2)CC1)c1ccc(Cl)cc1 | 105 | 101 | 85 | 95 | 108 | 110 | 107 | 101 | 92
13 | Cc1cc(F)cc(NS(=O)(=O)c2ccc(-c3cnc(C4CC4)o3)cc2)c1 | 18 | 22 | 8.6* | 25 | 25 | 35 | 1.4* | . | 19
14 | CC(C)CC(=O)C1CCCC1 | 108 | 107 | 113 | 107 | 111 | 96 | 138 | 93 | 111
15 | COc1cccc(-c2nc3sccn3c2-c2ccnc(NCCNS(=O)(=O)c3ccc(Cl)cc3)c2)c1 | 85 | 58 | 68 | 87 | 85 | 87 | 62 | 63 | 70
16 | c1ccc2c(N3CCCCC3)ncnc2c1 | 103 | 100 | 76 | 81 | 98 | 99 | 89 | 140 | 88
17 | O=c1ccc2ccccc2o1 | 99 | 98 | 102 | 106 | 105 | 112 | 114 | 89 | 104
18 | CC(C)(C)OC(=O)N1CCN(c2nc3ccc(F)cc3c3c(=O)c4cc(F)ccc4sc23)CC1 | 107 | 102 | 106 | 108 | 104 | 89 | 109 | 98 | 95
19 | Cc1ccn(C(N)=O)n1 | 105&100 | 103&98 | 107&100 | 104 | 101&100 | 100&98 | 101&103 | 90&91 | 118&95
20 | CC(C)(C)c1ccc(C(=O)Nc2sc3cc(O)ccc3c2C(N)=O)cc1 | 35 | 44 | 24 | 88 | 54 | 94 | 57 | 96 | 74
21 | CCOC(=O)C1=C(N)N(c2ccc(Cl)cc2)C(C(=O)OCC)=C(C(=O)OCC)C1c1cc(=O)[nH]c2ccccc12 (centres undefined) | 100 | 108 | 102 | 103 | 101 | 102 | 116 | 84 | 102
22 | O=C(Nc1ccccc1O)c1ccc(CNC(=O)c2ccsc2Nc2ccnc(C(F)(F)F)c2)cc1 | 30 | 28 | 29 | 44 | 19 | 52 | 47 | 48 | 16
23 | COc1ccc(/C(C)=N/N=C2C(=O)Nc3c(Cl)cccc32)cc1S(N)(=O)=O | 99 | 93 | 99 | 109 | 100 | . | 102 | 79 | 84
24 | CCCCCCCCOc1cc(/C=N/Nc2cc(C)nc3ccc(Cl)cc23)cc(OCCCCCCCC)c1OCCCCCCCC | 102 | 103 | 106 | 108 | 98 | 101 | 106 | 101 | 101
25 | C=CCN(CC=C)c1nc(N)nc(N)n1 | 100 | 111 | 111 | 95 | 103 | 96 | 106 | 90 | 94
26 | O=C(O)CCCCCN1C(=O)CSC1=S | 106 | 97 | 113 | 102 | 123 | 104 | 129 | 109 | 106
27 | COc1ccc2c(c1)N(CC(C)CN(C)C)c1ccccc1S2 (centres undefined) | 102 | 98 | 57 | 93 | 92 | 95 | 77 | 68 | 78
28 | COc1cc(NS(=O)(=O)c2ccc(-c3cnc(C4CC4)o3)cc2)ccc1F | 21 | 21 | 2.6* | 38 | 18 | 26 | 3.7* | -16* | 21
29 | COc1cc2c(cc1OC)C1CCc3cc4c(cc3C1N=C2)OCO4 (centres undefined) | 94 | 77 | 52 | 99 | 88 | 91 | 95 | 98 | 83
30 | O=C(CCCCCSc1nc(-c2ccc(Cl)cc2)cc(-c2ccc(Cl)cc2)n1)NO | 77 | 88 | 50 | 89 | 51 | 68 | 65 | 41 | 30
31 | CN1CCN(CCCOc2cccc3nc(Nc4ccc(Cl)c(F)c4)ccc23)CC1 | -35* | -48* | -60* | 55 | -34* | 42 | -55* | 48 | 32
32 | Cc1cc(NS(=O)(=O)c2ccc(NC(=O)CSc3nc4ccccc4c(=O)n3-c3ccc(Cl)cc3)cc2)no1 | 102 | 97 | 100 | 101 | 96 | 93 | 108 | 83 | 91
33 | O=C1OC2(CCCC2)OC(=O)C1=C/C=C/c1ccc([N+](=O)[O-])o1 | 106 | 102 | . | 106 | 101 | 105 | 107 | 95 | 91
34 | O=C1CC(c2nc3ccccc3[nH]2)CN1C1CCCCC1 (centres undefined) | 107 | 105 | 102 | 99 | 106 | 110 | 102 | 90 | 109
35 | N#Cc1c(-c2ccccc2)cc(-c2ccccc2)n(Cc2ccccc2)c1=O | 100 | 90 | 93 | 114 | 108 | 104 | 102 | 100 | 85
36 | N#Cc1c(N=Cc2ccc(Br)cc2)n[nH]c1Nc1ccccc1 | 95 | 106 | 135 | 121 | 98 | 101 | 113 | 94 | 111
37 | CC1(C)C(=O)/C(=C\c2cccnc2)C[C@]2(C)[C@H]3CC=C4[C@@H]5C[C@@](C)(C(=O)O)CC[C@]5(C)CC[C@@]4(C)[C@]3(C)CC[C@@H]12 | 99 | 87 | 91 | 108 | 107 | 97 | . | 82 | 92
38 | CCN(Cc1ccccc1)C(=O)Nc1c(Cl)cccc1Cl | 104&103 | 96&99 | 101&93 | 99&123 | 100&100 | 99 | 119&111 | 86&89 | 103&94
39 | COc1cccc(N2CCC(=O)NC2=S)c1 | 104 | 102 | 115 | 107 | 99 | 98 | 113 | 89 | 103
40 | COC12NC(=O)N(C)C1(OC)C(=O)N(C)C(=O)N2C (centres undefined) | 119 | 109 | 113 | 116 | 117 | 104 | 112 | 106 | 108
41 | C/C(=N/N=C(N)N)c1ccc(N)cc1 | 96 | 115 | 103 | . | 97 | 96 | . | 102 | 103
42 | Brc1cc2c(c3ccccc13)N1O[C@@H](C2)C[C@H]1c1ccccc1 | 101 | 102 | . | 101 | 97 | 95 | 120 | 84 | 93
43 | CN1CCN(Cc2ccc(NC(=O)c3cncc(C#Cc4cnc(N)c5ccccc45)c3)cc2C(F)(F)F)CC1 | -87* | -83* | -14* | -92* | -73* | -78* | -78* | -73* | -61*
44 | Cc1cc(Nc2cc(N)ncn2)c(=O)n2c1C(=O)NC21CCCCC1 | 103 | 102 | 103 | 109 | 105 | 103 | 117 | 79 | 105
45 | CC(C)CC1NC(=O)C(CCCCN)NC(=O)C(CCCCN)NC(=O)C(Cc2ccccc2)NC(=O)C(CCCCN)NC(=O)C(CC(C)C)NC(=O)C(CC(N)=O)NC(=O)C(C(C)C)NC(=O)C(CC(C)C)NC(=O)C(CCCCN)NC(=O)C(CCCCN)NC(=O)C(Cc2ccccc2)NC1=O (centres undefined) | 103 | 82 | 69 | 103 | 90 | 86 | 100 | 80 | 63
46 | CC(=O)[C@H]1CC[C@H]2[C@@H]3CCC4=CC(=O)C=C[C@]4(C)[C@H]3C(=O)C[C@]12C | 107 | 88 | 103 | 98 | 107 | 102 | 114 | 85 | 102
47 | CC(C)CCC[C@@H](C)[C@H]1CC[C@H]2[C@@H]3CC[C@H]4C[C@@H](N)CC[C@]4(C)[C@H]3CC[C@]12C | 74 | 91 | 63 | 76 | 48 | 62 | 78 | 71 | 57
48 | S=C(Nc1ccc(-c2nc(N3CCOCC3)c3cccn3n2)cc1)Nc1cccnc1 | 28 | 18 | 23 | 33 | 47 | 32 | 28 | 36 | 17
49 | Cc1ccn2c(C(=O)NCc3ccc(OCc4cn(Cc5ccccc5)nn4)cc3)c(C)nc2c1 | 104 | 105 | 116 | 87 | 107 | 86 | 113 | 96 | 91
50 | COc1ccc(-c2cc(-c3ccc(Cl)cc3)c(C#N)c(=O)n2CCCCC(=O)O)cc1 | 97 | 100 | 107 | 106 | 106 | 99 | 119 | 97 | 106
51 | N#CC1=C(/N=C/c2ccccc2)Oc2c(ccc3ccccc23)C1c1ccccc1Cl (centres undefined) | 96 | 95 | 154 | 101 | 93 | 95 | 100 | 88 | 99
52 | N=C(N)SCNC(=O)NCSC(=N)N | 108 | 100 | 94 | 87 | 110 | 99 | . | 115 | 91
53 | Nc1ccc(Oc2ccc(-c3ccccc3)cc2)cc1 | 112 | 107 | 109 | 114 | 111 | 106 | 119 | 91 | 100
54 | Clc1ccc(OCc2nnc(-c3ccccc3Cl)o2)c(Cl)c1 | 97 | 105 | 81 | 114 | 107 | 100 | 98 | 99 | 85
55 | O=C(O)CCCCCCCCCCN1C(=O)/C(=C/c2cnc(-c3ccccc3)s2)SC1=S | 25 | 81 | 126 | 124 | 44 | 100 | 141 | 124 | 32
56 | CCC(=O)OC1=C(C)SC2=NC(c3ccc(Cl)cc3)=CC(c3cc(OC)c(OC)c(OC)c3)N21 (centres undefined) | 106 | 91 | 77 | 105 | 89 | 109 | 98 | . | 76

Carrying on:
No. | molecule | KM12 | HCT-15 | HT29 | HCC-2998 | SW-620 | SNB-19 | COLO 205 | SNB-75 | HCT-116
57 | NCCNC(=O)c1cccc(COc2ccccc2NC(=O)c2cc(Cl)c(Cl)[nH]2)c1 | 101 | 94 | 109 | 106 | 111 | 97 | 113 | 72 | 86
58 | Nc1nc(-c2c(Cl)cccc2Cl)cc(-c2cc3cc(Br)ccc3oc2=O)n1 | 101 | 92 | 96 | 93 | 95 | 95 | 103 | 80 | 66
59 | CC(C)(C)COC(=S)S | 102 | 108 | 106 | 105 | 100 | 105 | 105 | 93 | 102
60 | COc1ccc(CN2CCc3c(nc(N)nc3Sc3ccccc3)C2)c(OC)c1 | 118 | 87 | 98 | 92 | 88 | 105 | 102 | 98 | 86
61 | COc1ccc(-c2nnc(-c3c(-c4ccc(F)cc4)nc4ncccn34)o2)cc1 | 100 | 102 | 99 | 115 | 113 | 108 | 113 | 82 | 101
62 | CCN(CC)CCOc1ccc(/C(=C(\C)Cc2ccc(Cl)cc2)c2ccc(Cl)cc2)cc1 | 77 | 34 | 49 | 85 | 69 | 93 | 90 | 102 | 41
63 | COc1ccc2[nH]c3c(=O)sc(C(=O)O)cc3c2c1 | 108 | 107 | 112 | 108 | 100 | 98 | . | 95 | 104
64 | COc1ccc(S(=O)(=O)Nc2cc(Sc3cccc4cccnc34)c(O)c3ccccc23)cc1 | 20 | 11 | -38* | 39 | -59* | 43 | -60* | 63 | -37*
65 | Cc1ccc(C(C)C)c(OC(=O)C(C)C)c1 | 100 | 100 | 75 | 103 | 97 | 101 | 99 | 84 | 83
66 | CCOc1cc(Br)c(C(C)NC(=O)c2cccc(OC)c2)cc1OCC (centres undefined) | 84 | 60 | 18 | 38 | 86 | 98 | 24 | 77 | 56
67 | Cc1ccc(N(C(=O)C2CC2c2ccc(F)c(F)c2)C(C(=O)NCCN2CCOCC2)c2ccc(Cl)cc2)cc1 (centres undefined) | 87 | 88 | 70 | 94 | 82 | 87 | 93 | 94 | 46
68 | C/C(=C(/c1ccc(Cl)cc1)c1ccc(OCCCN(C)C)cc1)c1ccc(Cl)cc1 | 80 | 50 | 16 | 101 | 64 | 97 | 49 | 96 | 52

3 compounds picked at random from those above:
No. | molecule | KM12 | HCT-15 | HT29 | HCC-2998 | SW-620 | SNB-19 | COLO 205 | SNB-75 | HCT-116
65 | Cc1ccc(C(C)C)c(OC(=O)C(C)C)c1 | 100 | 100 | 75 | 103 | 97 | 101 | 99 | 84 | 83
68 | C/C(=C(/c1ccc(Cl)cc1)c1ccc(OCCCN(C)C)cc1)c1ccc(Cl)cc1 | 80 | 50 | 16 | 101 | 64 | 97 | 49 | 96 | 52
67 | Cc1ccc(N(C(=O)C2CC2c2ccc(F)c(F)c2)C(C(=O)NCCN2CCOCC2)c2ccc(Cl)cc2)cc1 (centres undefined) | 87 | 88 | 70 | 94 | 82 | 87 | 93 | 94 | 46

Whole records as entered above:
C/C(=C(/c1ccc(Cl)cc1)c1ccc(OCCCN(C)C)cc1)c1ccc(Cl)cc1 is entered as KM12 = 80; HCT-15 = 50; HT29 = 16; HCC-2998 = 101; SW-620 = 64; SNB-19 = 97; COLO 205 = 49; SNB-75 = 96; HCT-116 = 52
Cc1ccc(N(C(=O)C2CC2c2ccc(F)c(F)c2)C(C(=O)NCCN2CCOCC2)c2ccc(Cl)cc2)cc1 (centres undefined) is entered as KM12 = 87; HCT-15 = 88; HT29 = 70; HCC-2998 = 94; SW-620 = 82; SNB-19 = 87; COLO 205 = 93; SNB-75 = 94; HCT-116 = 46
